Bioassay records: PubChem BioAssay, several laboratories
NSD2 inh = NSD2 (human) methyltransferase inhibition. O96028. NSD2 peptide methylation, AlphaScreen, 120 min. inhibition, % at 12.5 µM. 310,000 compounds, 0.54% hits; in the data active = inhibition above about 50%
RTF Ca sens inh = cardiac RTF calcium desensitization; inhibition, % at 7.15 µM; P19429+P45379; 340,000 compounds, 0.12% hits; IANBD-labeled cardiac RTF, Ca2+ fluorescence; AID 493244;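 active = inhibition above the mean inhibition of all tested compounds plus 3 SD, cut at about 17% in these data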;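 also: assay run at fixed EC70 calcium of 1.6 mM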
PvdQ inh = P. aeruginosa PvdQ acylase inhibition; purified PvdQ acylase, fluorescence plate reader; inhibition, % at 10 µM; 340,000 compounds, 0.063% hits; in the data active = inhibition above about 30%, passing the limit was not always enough; inconclusive = no clear call, values can overlap the other calls;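 also: 0% = vehicle neutral wells and 100% = reference inhibitor wells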
SUMO Mot1 rescue = blocks SUMOylation pathway, rescuing yeast Mot1-301 growth; S. cerevisiae Mot1-301 growth rescue, ATP luminescence, 38.5C; percent above DMSO median, 100 means doubled; 320,000 compounds, 1% hits; AID 2716; growth rescue, % at 18.8 µM;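 active = every valid replicate shows activation above 250% relative to neutral control wells; inactive = the rest, any valid replicate at or below 250%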;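 also: OY570 slx delta 5 strain wells were the positive control but not used for scaling; some compounds called inactive have numbers as strong as hits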
PfHsp90 set2 = inhibits growth of yeast expressing Plasmodium falciparum Hsp90 | 310,000 compounds, 0.32% hits | S. cerevisiae expressing PfHsp90, BacTiter-Glo ATP, 48 h; yeast lacking PDR1 and PDR3 efflux regulators | AID 504621 | inhibition, % at 9.4 µM;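 active = every replicate shows inhibition above about 80%, whatever the replicate mean, limit read from the data; inconclusive = mean inhibition reaches the set limit but some replicate falls short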;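 also: 0% = DMSO neutral controls and 100% = 20 µM radicicol positive controls; yeast relying on Plasmodium falciparum Hsp90 in place of its own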
Keap1 Nrf2 FP = disrupts human Keap1 binding to Nrf2 peptide. Q14145. Keap1 Kelch-Nrf2 peptide fluorescence polarization, 1536-well. inhibition, % at 9.4 µM. 340,000 compounds, 0.15% hits; in the data active = inhibition above about 12%; inconclusive = no clear call, values can overlap the other calls; inactive = below about 7.3%;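 also: human Keap1 Kelch domain with fluorescein labeled Nrf2 9mer peptide probe; 0% = neutral control wells and 100% = peptide positive control; higher means more block of Keap1 binding to Nrf2 peptide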
Target sequence (Q14145 whole entry, looked up, the tested form may be a part): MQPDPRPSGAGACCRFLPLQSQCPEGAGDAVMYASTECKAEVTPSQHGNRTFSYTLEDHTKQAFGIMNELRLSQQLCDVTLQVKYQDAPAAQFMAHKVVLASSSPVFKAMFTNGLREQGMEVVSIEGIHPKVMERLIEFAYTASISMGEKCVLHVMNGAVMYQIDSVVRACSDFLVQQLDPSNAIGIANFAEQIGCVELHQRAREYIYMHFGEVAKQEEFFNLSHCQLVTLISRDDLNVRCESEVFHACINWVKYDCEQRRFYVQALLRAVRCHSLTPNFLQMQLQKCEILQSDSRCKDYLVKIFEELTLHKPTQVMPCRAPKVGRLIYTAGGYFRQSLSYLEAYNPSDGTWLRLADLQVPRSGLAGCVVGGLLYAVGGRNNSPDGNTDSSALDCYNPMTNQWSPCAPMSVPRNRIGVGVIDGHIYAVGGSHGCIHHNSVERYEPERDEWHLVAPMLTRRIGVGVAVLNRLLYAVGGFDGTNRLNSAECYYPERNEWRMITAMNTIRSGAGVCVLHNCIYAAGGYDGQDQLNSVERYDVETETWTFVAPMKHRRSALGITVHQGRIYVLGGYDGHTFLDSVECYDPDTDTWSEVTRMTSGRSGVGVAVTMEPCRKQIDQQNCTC
LANA DNA inh = KSHV C-LANA DNA binding inhibition | AID 504423 | MBP-C-LANA/FAM-LBS DNA binding, fluorescence polarization | 340,000 compounds, 0.078% hits | inhibition, % at 9 µM;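 active = highest replicate inhibition at or above 60% at 9 µM, even if other replicates fall short; inactive = all replicates below 60% inhibition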;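 also: 0% = neutral control wells and 100% = 4 µM acridine orange control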
dFosB activator = mouse delta FosB homodimer activation | P13346 | purified delta FosB, TAMRA-CDK5 oligo fluorescence polarization; percent of positive-control signal above neutral wells | activation, % at 25 µM | 340,000 compounds, 0.99% hits;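 active = mean activation above about 17%, with every replicate also reaching it, limit read from the data, passing the limit was not always enough; inconclusive = only one of the two conditions met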;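 also: fluorescence polarization rise as delta FosB binds a TAMRA Cdk5 AP-1 oligo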
Target sequence (P13346 whole entry, looked up): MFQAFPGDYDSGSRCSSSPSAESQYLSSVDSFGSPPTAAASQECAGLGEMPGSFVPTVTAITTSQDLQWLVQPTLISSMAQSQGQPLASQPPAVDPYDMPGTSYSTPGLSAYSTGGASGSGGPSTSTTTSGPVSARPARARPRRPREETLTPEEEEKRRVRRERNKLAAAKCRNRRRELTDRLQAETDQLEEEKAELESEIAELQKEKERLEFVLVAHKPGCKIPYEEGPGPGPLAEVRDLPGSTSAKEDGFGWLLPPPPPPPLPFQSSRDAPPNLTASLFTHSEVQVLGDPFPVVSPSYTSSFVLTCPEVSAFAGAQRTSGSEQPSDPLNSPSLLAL
CDK5 p35 inh = CDK5/p35 (human) kinase inhibition | Recombinant CDK5/p35, ADP-Glo luminescence, 60 min | 330,000 compounds, 0.01% hits | inhibition, % at 10 µM | AID 488839;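 active = highest replicate inhibition of at least 50% and at least 75% of replicates reaching 50%; inconclusive = only one of the two criteria met; inactive = both criteria failed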;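 also: plate controls were DMSO neutral control for no effect and GW8510 at 10 µM for full effect; many of its hits are not listed in these tables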
RTF Ca sens act = cardiac RTF calcium sensitization; activation, % at 7.2 µM; 340,000 compounds, 0.24% hits; P19429+P45379; IANBD-labeled TnC RTF fluorescence at EC20 calcium; 0% EC20 calcium, 100% full calcium;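 active = activation above the mean over all tested compounds plus 3 SD, cut at about 30% in these data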;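 also: rise in fluorescence read as greater calcium sensitivity of cardiac thin filaments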
Rtt109 Vps75 = inhibitors of Candida albicans Rtt109/Vps75 histone acetyltransferase; Q5AAJ8; purified Rtt109/Vps75, ThioGlo CoA-SH fluorescence, 4 h; inhibition, % at 34.9 µM; 330,000 compounds, 0.16% hits; AID 540336;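 active = inhibition of at least 50% in every replicate; inconclusive = best replicate reaches 50% inhibition but some replicates fall short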
Active calls of the source: *; ? = inconclusive; . = no result given.

Each structure is followed by: NSD2 inh, RTF Ca sens inh, PvdQ inh, SUMO Mot1 rescue, PfHsp90 set2, Keap1 Nrf2 FP, LANA DNA inh, dFosB activator, CDK5 p35 inh, RTF Ca sens act, Rtt109 Vps75
> COc1cccc(CN(c2ccc3c(c2)CCC3)S(=O)(=O)c2ccc(-n3cnnn3)c(OC)c2)c1
  -5, -8, -12, -6, -13, 3, 0.0, -3, ., -3, -18
> O=C(Nc1ccc(C2=NCCN2)cc1)c1ccc(C(=O)Nc2ccc(C3=NCCN3)cc2)c([N+](=O)[O-])c1
  ., -5, -5, -21, -36, 3, -6.4, ?, 4.6, 2, 8
> Nc1nc(-c2ccccc2)cc(N2CCCCC2)n1
  2, 3, 10, -15, -1, -3, -0.7, -3, 3.8, 2, -2
> Cc1cc(NC(=O)C(C)SCC(=O)N(C)Cc2c(F)cccc2Cl)no1 (centres undefined)
  -1, -2, -1, 20, 14, 0, -2.6, -7, 0.5, 1, -9
> Cc1ccc(C(=O)c2cccc(N)c2)cc1C
  -4, -11, -5, 6, -4, -3, 0.2, 2, -1.4, -1, -4
> CCCn1c(SCC(=O)NC2CCCCC2)nnc1C1CC1
  2, -3, -6, 100, 0, -5, -0.7, 5, -0.1, -1, -11
> Cc1ccc(-n2c3c(cc(C(=O)O)c2=O)C(=O)CC(C)(C)C3)cc1
  1, 3, 6, -1, 4, 0, -0.4, 0, 0.2, -4, -1
> O=C(CNC(=S)NC(=O)c1cccc([N+](=O)[O-])c1)c1ccccc1
  -5, 2, -9, 5, -2, 1, -1.1, -5, 1.8, -9, .
> CC(C)(C)c1ccc(C(=O)N2CCC(C(=O)NCC3CCCO3)CC2)cc1 (centres undefined)
  -3, -7, -6, -2, ., 5, -0.4, 1, -1.2, 0, 6
> CCSc1nc(O)c(C2OC(=O)c3c2ccc(OC)c3OC)c(=O)n1-c1ccccc1 (centres undefined)
  9, -8, -10, 2, -5, -2, 2.0, -2, -0.1, 8, 1
> O=C(CSc1ccc(-c2ccncc2)nn1)N1CCCCC1
  0, -9, -5, -10, ., 1, 0.4, -9, 1.3, -2, -10
> O=C(COC(=O)c1cc([N+](=O)[O-])ccc1N1CCOCC1)NC1CCS(=O)(=O)C1 (centres undefined)
  -3, -4, -5, 16, 10, 0, 0.2, 2, 0.0, -4, 7
> Cn1c(=O)c(C(=O)CCl)c(N)n(CC2CC2)c1=O
  ., 0, -7, -11, -17, -5, 0.2, -1, -5.7, 1, 0
> O=C(NCCS(=O)(=O)NCc1ccccn1)c1ccccc1
  ., 10, 16, -14, -4, -3, -0.5, 2, -0.6, 0, -5
> CCC(=O)Nc1ccc(NC(=O)CSc2nnc(-c3ccco3)n2C)cc1
  -1, 2, -8, 2, -60, 2, -1.6, 0, -0.6, 5, -2
> CCOc1ccccc1NC(=O)CSc1nc2ccccc2nc1N1CCOCC1
  ., 0, -17, 8, 2, 0, 0.5, -6, 0.3, 4, 21
> COc1cccc(NC(=O)CN(C)C(=O)/C=C/c2cn(-c3ccccc3)nc2-c2ccc(OC)c(OC)c2)c1
  -3, 5, -11, ., -4, 1, 1.0, ?, -1.6, -3, -13
> Cn1c(=O)c2c(nc(Oc3cccc(O)c3)n2C)n(C)c1=O
  0, -8, -3, -3, 22, -2, -0.4, -2, 0.8, 0, -4
> CC1=NN(C(N)=S)C(=O)C1N=Nc1cccc(C)c1 (centres undefined)
  1, 0, 7, -7, -29, 1, 0.4, -2, -0.5, -1, -5
> CC(OC(=O)COc1ccc(C#N)cc1)C(=O)Nc1ccc(Cl)cn1 (centres undefined)
  -4, -11, -5, -11, ., -4, -1.9, -5, 0.9, -2, -2
> O=C(COC(=O)c1n[nH]c(=O)c2ccccc12)c1ccc(Cl)cc1
  -3, 2, 7, 3, 2, 1, 2.3, -7, -0.4, -7, -4
> Cn1nnnc1SCC(=O)N(C1CCCCC1)C1CCCCC1
  -3, -2, -13, -14, 16, -2, 0.9, -3, -0.8, -4, -2
> O=C1N(c2ccccc2C(F)(F)F)O[C@]1(c1ccccc1)C1CCCCC1
  ., -13, 0, -5, 4, -3, 1.1, 6, 0.4, -8, 2
> Cc1ccc(NC(=S)N(CCCN2CCC(C)CC2)Cc2ccco2)cc1C
  7, 0, 5, 5, ., -7, 0.2, -3, 0.9, -1, 2
> O=C(COC(=O)c1ccc2c(c1)OCO2)Nc1ccccc1
  -2, 2, 13, -8, 2, -1, 2.4, 2, 0.4, -4, -3
> O=C(COC(=O)c1cn(-c2ccccc2)nc1-c1ccccc1)c1cccc([N+](=O)[O-])c1
  1, 1, 3, -5, 10, -3, -0.8, -6, 1.2, -6, 18
> CC1CCN(CC(O)COc2ccc(C(=O)c3ccccc3)cc2)CC1 (centres undefined)
  -3, 3, -10, -5, 6, -4, 0.0, -10, 1.6, -8, 1
> NC(=O)C1CCN(c2oc(-c3cccs3)nc2S(=O)(=O)c2ccc(Cl)cc2)CC1
  -1, -3, -20, 2, -8, -3, -2.9, 2, 1.5, -4, -5
> CC1(C)CC(=O)C(N=Nc2ccc(S(=O)(=O)N3CCOCC3)cc2)=C(O)C1
  -3, 2, 5, -12, 3, 5, 0.0, -3, 0.1, 2, 21
> O=C1c2ccccc2C(=O)N1Cc1nc2ccccc2o1
  1, -1, -15, -8, ., 0, -1.2, 1, 0.2, -3, -6
> CCn1c2ccccc2c2cc(NC(=O)c3cccc(OC)c3OC)ccc21
  11, -6, 12, 42, -20, -5, 0.6, -5, ., -2, 5
> Cc1ccc(S(=O)(=O)NCC(=O)OCC(=O)N2CC(C)OC(C)C2)cc1 (centres undefined)
  -1, -15, -14, -15, 1, -5, -1.7, 0, -5.1, 4, 12
> CCc1nc2ccc(C(=O)N(C)CC(=O)Nc3ccc(Cl)c(C(F)(F)F)c3)cc2nc1CC
  0, 0, -2, -11, 5, -8, 0.9, -23, -0.7, -9, -2
> CS(=O)(=O)c1ccc2nc(N)sc2c1
  5, 7, -6, -10, ., -5, 0.3, -2, -1.3, 6, 2
> Cc1ccc(N2CCN(S(=O)(=O)c3ccc4c(c3)NC(=O)C(C)C(=O)N4)CC2C)cc1 (centres undefined)
  ., 5, -6, 18, -6, -7, 2.3, -2, -0.7, -6, 2
> COc1cccc(NC(=O)Cc2ccc(C)cc2)c1
  -2, 1, -12, 12, -20, -6, 1.7, -5, -3.4, 6, 0
> CC1=C(C#N)C(/C=N/OCc2ccc(F)cc2Cl)CC(=O)N1 (centres undefined)
  -3, -4, -7, 45, 22, -3, -0.8, -6, 0.6, 4, -3
> COCn1ccnc1C(O)(c1ccc(OC)cc1)c1ccc(OC)cc1
  0, 3, 5, -2, -3, -2, 2.0, 7, 0.5, -3, 10
> CC1(C)Cc2nc3nc(SCC(=O)Nc4ccccc4)nc(N)c3cc2CO1
  -2, 1, -13, ., -8, -1, -0.8, -2, -2.7, 3, -4
> O=[N+]([O-])c1cccnc1SCc1ccccc1
  13, -4, -14, 23, 23, -5, -0.2, 4, -3.5, -5, -6
> COc1ccc(N2CCN(C(=S)Nc3cccc(C)c3C)CC2)cc1
  3, 2, 2, 2, -11, -2, 0.8, 1, 0.3, 0, 18
> Cc1ccc(NC(=S)N(Cc2cccs2)Cc2cc3cc(C)cc(C)c3[nH]c2=O)cc1
  0, -7, -19, -20, -20, -2, 1.4, -2, 0.7, 6, -5
> CC(C)C[C@H](NC(=O)C1CCN(S(=O)(=O)c2ccccc2)CC1)C(=O)NCc1ccccn1
  -3, -2, -10, 12, -18, 0, -0.1, -5, 0.2, 1, 2
> CC(C)NC(=S)Nc1c(N)[nH]c(=O)[nH]c1=O
  -2, -9, -8, 343*, -16, 0, 2.4, -5, 0.4, -2, -8
> COC(=O)[C@H]1C[C@H]1[C@@H](NC(=O)c1cccnc1)c1ccccc1
  ., 1, 9, -3, 0, 0, -1.4, -12, 0.3, 2, 5
> CC1(NC(=O)C2CCN(C(=O)Nc3ccccc3)CC2)CCS(=O)(=O)C1 (centres undefined)
  -3, -12, -13, -3, 18, 4, -0.7, 1, -0.7, 7, -2
> CCOCCCNC(=O)c1cc(Sc2nnc(C)s2)nc2ccccc12
  -2, -6, -12, 14, -16, -2, 0.2, -20, -1.4, 2, 3
> N#Cc1c(-c2ccccc2)nc(SCC(=O)Nc2ccc(OC(F)(F)Cl)cc2)[nH]c1=O
  23, 3, -12, 147, -11, 2, 5.6, -8, -1.8, -3, 0
> CCOc1ccc(S(=O)(=O)N2CCN(C(=O)c3cc([N+](=O)[O-])ccc3N3CCOCC3)CC2)cc1
  6, -3, 6, -5, 8, 0, -1.3, -6, 0.2, -3, 11
> COc1ccccc1-n1c(SCC(=O)Nc2ccccc2C)nc(O)cc1=O
  1, -8, -10, 1, 25, 0, -1.8, -5, -1.1, -1, -12

Following part
Each structure is followed by: NSD2 inh, RTF Ca sens inh, PvdQ inh, SUMO Mot1 rescue, PfHsp90 set2, Keap1 Nrf2 FP, LANA DNA inh, dFosB activator, CDK5 p35 inh, RTF Ca sens act, Rtt109 Vps75
> C=CCn1c(O)c2ccc(C(=O)N=NC(=O)COc3ccc(OC)cc3)cc2c1O
  -4, 3, -17, -6, -2, 0, 0.8, -3, 2.7, -3, -5
> CC(C)(C)OC(=O)C[C@H]1C/C=C\C[C@H](CC(=O)N[C@H](CO)Cc2ccccc2)C(=O)N[C@H](C(C)(C)C)COC1=O
  ., 15, -8, -23, -4, 3, 0.9, -8, 0.8, 1, -9
> COc1cccc(-n2nc(C(=O)N3CCN(Cc4ccccc4)CC3)c3ccccc3c2=O)c1
  -2, 6, 10, -5, 3, 0, 3.9, -4, 2.0, 1, 9
> CS(=O)(=O)c1ccc(CNC(=O)[C@]2(C(F)(F)F)C[C@H](CCc3ccccc3)CCCO2)cc1
  ., -2, -5, 24, 27, -4, 0.3, -4, -0.9, -1, -1
